Source: PubChem
HMGR II inh – E. faecalis class II HMG-CoA reductase inhibition | purified E. faecalis HMGR, NADPH absorbance 340 nm kinetic | inhibition, % at 10 µM | AID 1066 | 190,000 compounds, 0.41% hits;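 active = inhibition above a set limit, the median over all tested compounds plus 3 SD, cut at about 9.5% in these data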;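 note: enzyme runs in reverse so mevalonate oxidation gives rising NADPH absorbance; 0% = complete reaction with DMSO and 100% = background rate lacking mevalonate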
DTT redox prof – compounds producing H2O2 with reducing agent – biochemical, NIH compound library profiling, artefact control for MLSCN library redox annotation, primary screen. DTT-dependent redox cycling H2O2, phenol red/HRP absorbance; 100% = 100 µM peroxide control, 0% = buffer. activation, % at 10 µM. 200,000 compounds, 0.03% hits;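 active = activation of at least 50% relative to the plate's high and low controls in the primary single-dose screen; inactive = activation below 50%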;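 note: compound incubated with DTT at 0.8 mM final as the reducing agent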
RAM network inh – blocks the yeast RAM network | S. cerevisiae dse1pr::URA3 reporter, 5-FOA growth OD615, 2 d; analog-sensitive cbk1-as2 kinase mutant strain | inhibition, % at 50 µM | 190,000 compounds, 1.8% hits | AID 868;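 active = inhibition above a set limit, 3 SD over mean compound inhibition, cut at about 8.4% in these data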;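 note: 0% = DMSO-only wells with no growth and 100% = 10 µM 1-NA-PP1 full growth; inhibition rescues growth on 5-FOA so higher OD means more RAM inhibition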
Lmaj promast – Leishmania major promastigote growth inhibition; Leishmania major promastigotes, resazurin fluorescence viability; inhibition, % at 10 µM; 200,000 compounds, 9% hits; in the data active = inhibition above about 50%;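 note: promastigotes grown with compound for 44 hours at 28 °C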
PMI act hi M6P – PMI (human) activation, high substrate. 190,000 compounds, 0.34% hits. coupled PMI enzyme assay, resazurin fluorescence, 20 min; hits give high values; 1 = untreated enzyme, 0 = substrate-free blank. AID 1216. activation factor at 20 µM. P34949;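 active = activation factor of 2 or more at 20 µM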
Target sequence (P34949 whole entry, looked up): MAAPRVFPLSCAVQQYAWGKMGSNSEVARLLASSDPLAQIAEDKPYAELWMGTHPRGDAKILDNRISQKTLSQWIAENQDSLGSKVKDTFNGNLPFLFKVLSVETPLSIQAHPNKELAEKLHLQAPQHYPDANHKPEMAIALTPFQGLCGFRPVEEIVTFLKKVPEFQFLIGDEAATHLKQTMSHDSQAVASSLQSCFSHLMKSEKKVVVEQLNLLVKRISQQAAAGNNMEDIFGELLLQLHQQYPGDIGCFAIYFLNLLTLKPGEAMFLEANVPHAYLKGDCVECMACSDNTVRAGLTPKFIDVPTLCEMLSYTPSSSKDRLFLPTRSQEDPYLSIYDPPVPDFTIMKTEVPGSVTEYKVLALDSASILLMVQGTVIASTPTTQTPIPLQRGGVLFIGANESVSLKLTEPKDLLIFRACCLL
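Technique: Diaphorase-driven resazurin-to-resorufin fluorescence, excitation 544, emission 590 nm | Assay system: Human PMI in coupled enzyme assay | Times: Enzyme reaction with compound 20 min at room temperature | Medium: HEPES-buffered pH 7.4 with magnesium and detergent | Reagent: Mannose-6-phosphate 1.0 mM (near-saturating) plus 0.22 mM NADP+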
Hsp70 act – Hsp70 transcriptional activation, primary screen; HeLa Hsp70 promoter luciferase reporter, luminescence; scaled: vehicle 0, proteasome-inhibitor control 100%; activation, % at 10 µM; 200,000 compounds, 0.04% hits; AID 1203;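 active = activation above the mean across all tested compounds plus 3 SD, cutoff set per campaign, cut at about 5.5% in these data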;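 note: 100% = MG132 at 30 µM as the positive control and 0% = DMSO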
PMI act – increases human mannose-6-phosphate isomerase activity; P34949; purified human PMI, coupled resazurin fluorescence, 20 min; hits give high values; 1 = vehicle control, 0 substrate-free wells; activation factor at 20 µM; 190,000 compounds, 0.005% hits; AID 1214;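 active = activation factor of 2 or more at 20 µM, relative to plate controls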
S1P3 antagonist – S1P3 (human) receptor antagonism | inhibition, % at 4.98 µM | Q99500 | CHO S1P3 NFAT-BLA reporter, FRET fluorescence, antagonist mode | 170,000 compounds, 0.27% hits;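 active = inhibition above the plate cutoff, the mean inhibition of test wells on that plate plus 3 SD, cut at about 28% in these data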;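 note: cells challenged with S1P at its EC80 of 0.8 µM; blue over green emission ratio from cleaved BLA substrate after 4 h stimulation; 0% = S1P-stimulated wells and 100% = unstimulated DMSO-only wells; some compounds past the cut are filed as inactive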
Target sequence (Q99500 whole entry, looked up): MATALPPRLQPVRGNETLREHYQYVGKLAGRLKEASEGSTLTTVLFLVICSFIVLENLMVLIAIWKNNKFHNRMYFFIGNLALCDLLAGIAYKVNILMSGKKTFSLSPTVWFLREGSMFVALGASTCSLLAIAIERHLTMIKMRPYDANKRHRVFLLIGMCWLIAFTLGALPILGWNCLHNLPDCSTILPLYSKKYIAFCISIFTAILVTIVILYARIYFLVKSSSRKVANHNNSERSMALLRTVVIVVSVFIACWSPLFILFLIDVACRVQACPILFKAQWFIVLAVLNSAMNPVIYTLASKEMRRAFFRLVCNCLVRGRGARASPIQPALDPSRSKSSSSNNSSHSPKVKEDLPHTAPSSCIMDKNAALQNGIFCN
TNAP inh hi DEA – TNAP (human) inhibition, high acceptor; P05186; purified TNAP, CDP-star luminescence, 1 M DEA; inhibition, % at 20 µM; 200,000 compounds, 0.03% hits; AID 1135;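 active = over 50% inhibition of tissue-nonspecific alkaline phosphatase at 20 µM in the single-dose screen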;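 note: plate controls were DMSO wells for no effect and EDTA-quenched wells as full inhibition for full effect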
TNAP inh no acc – inhibitors of human TNAP without phosphate acceptor. P05186. 200,000 compounds, 0.26% hits. purified TNAP, CDP-star luminescence, 30 min. inhibition, % at 20 µM. AID 1012;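 active = tissue-nonspecific alkaline phosphatase inhibition above about 50% at 20 µM in the single-dose screen, limit read from the data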;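 note: 0% = DMSO negative control and 100% = EDTA positive control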
Starred values were filed as active, the others as inactive; . = no result given.

Molecule	HMGR II inh	DTT redox prof	RAM network inh	Lmaj promast	PMI act hi M6P	Hsp70 act	PMI act	S1P3 antagonist	TNAP inh hi DEA	TNAP inh no acc
O=C(Nc1ccc(N=Nc2ccccc2)cc1)c1ccccc1Cl	4	0.5	2.3	-8	1	-0.2	1	1	1	-3
O=[N+]([O-])c1ccc(Cl)c(/C=N/NC(=S)Nc2ccccc2)c1	-6	-6.4	5.0	-6	1	-0.3	0.3	.	2	-5
O=C(NCc1ccccc1)c1ccc2c(=O)[nH]c3c(C(=O)NCC4CCCO4)sc(=S)n3c2c1 (stereo unspecified)	-2	-0.2	4.1	6	1	-0.2	1.1	-4	5	-2
CCOc1ccc(Oc2nc(C)cc(OC)n2)nn1	1	1.1	0.4	-8	0.9	-0.6	1	-10	0	-2
CCCCn1c(SCC(=O)c2ccc3c(c2)OCCO3)nnc1-c1ccco1	0	1.9	6.8	4	0.9	-0.1	1	-45	1	1
O=C(CC(NS(=O)(=O)c1ccc(Cl)cc1)c1ccco1)N1CCc2ccccc21 (stereo unspecified)	-3	0.1	1.4	35	1	-0.4	0.9	.	1	-4
Cn1c(/C=N/c2nc3ccccc3[nH]2)nc2ccccc21	-7	0.8	1.0	100*	0.9	0.0	0.9	-19	-4	18
O=[N+]([O-])c1ccccc1S(=O)(=O)NCCC1=CCCCC1	0	0.6	3.1	0	0.9	0.3	0.9	.	0	-8
COc1ccc(-c2nnc(SCc3cccc(C)c3)n2N)cc1	-7	2.7	0.9	0	1	0.1	1	.	-5	-12
O=c1c2c(n3nnnc3n1Cc1ccccc1)-c1ccccc1CC21CCCC1	-9	2.6	2.4	23	0.9	-0.2	0.9	4	-2	-7
O=C1OC(c2ccccc2)=N/C1=C\C=C\c1ccco1	-6	-0.3	5.0	-8	0.9	0.1	0.9	1	-3	-6
Clc1ccc(CSc2ncn[nH]2)cc1	-7	0.0	-0.1	-10	0.9	-0.1	0.9	21	6	1
Cc1ccc2nsnc2c1NC(=O)c1ccc([N+](=O)[O-])cc1	-5	-0.2	2.0	-1	0.9	0.0	1	-14	-7	-8
Cc1cc2oc(=O)c3c(c2cc1OC(=O)c1ccco1)CCCC3	-4	0.3	4.7	-9	0.9	0.1	0.8	-30	2	-8
COc1cc(OC)nc(NC(=O)NS(=O)(=O)c2ccc(OC(F)(F)F)cc2)n1	-3	-1.8	0.9	-3	1	-0.2	1	-16	-9	-12
O=C(c1ccco1)N1CCN(c2c(-c3ccccc3)c3cc(Cl)ccc3[nH]c2=O)CC1	-4	0.8	1.1	20	0.8	-0.1	0.8	-5	-9	-11
COc1ccc(C)cc1-n1nnnc1SCC(=O)c1cc(C)n(Cc2ccco2)c1C	-2	2.7	4.3	10	1	2.5	1.1	-10	0	-7
CC(C)Cn1c(N)c(C(=O)COC(=O)c2cc(F)cc(F)c2)c(=O)n(C)c1=O	5	-0.2	0.1	-6	0.9	-0.3	1	3	-2	-10
CSc1nc(-c2ccco2)nn1C(=O)c1ccc(Cl)cc1	2	-1.2	-1.7	-3	1	-0.1	1	.	-2	-6
Cc1ccc(C2=NN(C(=O)CCl)C(c3cccs3)C2)o1 (stereo unspecified)	-4	0.8	-0.4	90*	1.1	-0.3	1	-11	-1	-16
Cc1cc(C)n2c(SCC(=O)Nc3ccc(Cl)cn3)nnc2n1	1	2.0	1.0	-5	1.1	-0.5	1.1	.	-5	-2
COC(=O)CSC1=C(C#N)C(c2cccc(F)c2)CC(=O)N1 (stereo unspecified)	0	0.9	0.5	-1	0.9	1.2	1	2	-5	-10
COc1ccc(-c2c(C(C)=O)c(C)nc3sc4c(=O)n(-c5ccc(C)cc5)nnc4c23)cc1	-3	-8.3	7.0	45	1	-0.2	1	.	0	10
CCCCOc1ccc(C(=O)C(CN2CCOCC2)c2ccccc2)cc1 (stereo unspecified)	-7	0.2	0.4	101*	1	-0.2	1	.	-3	-8
CCN1CCCC1CNC(=O)C(=O)Nc1ccccc1 (stereo unspecified)	-1	-1.2	0.7	-5	1.1	1.2	1.1	2	-4	-13
O=C(NCCN1CCOCC1)c1csc2c1CCCCC2	0	-1.3	0.1	-1	1	-0.5	0.9	-15	-4	-11
CCOC(=O)C(C(=O)OCC)C(=O)c1cc(OC)c(OC)c(OC)c1	1	1.2	0.6	-3	1	0.0	1	-2	-1	-3
CCOC(=O)Cc1csc(NC(=O)c2cccc(OC)c2)n1	-2	3.1	-1.8	-2	1	-0.2	0.9	0	-5	-11
O=C(N/N=C\c1cc(Br)cs1)C1COc2ccccc2O1 (stereo unspecified)	0	2.0	0.8	53*	0.9	0.0	0.9	.	-4	-5
Cc1ccc(N2C(=O)c3ccc(N)cc3C2=O)cc1C	-1	-0.3	-0.3	2	0.9	0.3	1	-6	-2	-9
O=C(Nc1cc(S(=O)(=O)N2CCOCC2)ccc1N1CCOCC1)c1ccc(S(=O)(=O)N2CCCCC2)cc1	-2	-0.3	2.7	3	1.1	-0.4	1.1	-13	-2	0
COc1ccc2[nH]c(=O)c(CN(Cc3cccs3)Cc3nnnn3Cc3ccccc3)cc2c1	-5	0.3	3.6	23	0.9	0.1	0.8	.	-7	-10
COc1ccc(C(CNC(=O)c2ccc(N3CCCC3=O)cc2)N(C)C)cc1 (stereo unspecified)	-1	-5.5	0.9	-1	1	-0.5	1	.	-8	-14
O=C(/C=C\c1ccco1)c1ccc(NC(=O)c2ccco2)cc1	-2	-1.3	2.9	1	0.9	0.3	0.9	-2	-1	-6
CCC(C)(C)NC(=O)CN(C(=O)c1snc(C(N)=O)c1N)c1ccc2c(c1)OCO2	0	-3.0	-0.4	23	1	0.0	1	16	-4	-3
CC(=O)c1ccc(Nc2cc(C)nc3nc(C)nn23)cc1	7	0.8	-0.9	-4	1	0.0	1.2	-27	4	3
COc1ccc(Cc2nnc3n2N=C(c2cc4ccccc4o2)CS3)cc1OC	.	-3.2	.	-3	.	-0.4	.	-5	.	.
Cn1nc([N+](=O)[O-])nc1S(C)(=O)=O	-7	1.2	-0.4	41	0.8	0.0	1	20	-4	-13
CC(C)N(Cc1nccn1C)C(=O)c1ccc(OC2CCN(C(=O)C3CC3)CC2)cc1	1	0.2	1.6	-3	0.9	-0.1	0.9	-10	-7	-12
C=CCSc1nc2c(cnn2-c2ccc(C)c(C)c2)c(=O)[nH]1	-10	-0.3	4.1	-4	1	-0.1	1	-20	-7	-13
CCOC(=O)C1(Cc2cccc(OC)c2)CCN(Cc2cccc(OC)c2O)CC1	-5	-0.6	-1.1	72*	0.8	-0.5	0.8	-9	-6	-4
CCO[C@@H]1OC(C(=O)NCc2nc3ccccc3[nH]2)=C[C@H](C2CC2)[C@H]1CCCO	-1	-0.8	1.0	5	1	0.1	1.1	7	-9	-16
O=c1[nH]c(CSc2nc(-c3ccccc3)cs2)nc2ccccc12	-1	0.1	4.2	-1	0.8	-0.2	0.8	-1	-1	-21
Cc1nc2ccc(NC(=O)COc3ccccc3F)cc2s1	-7	-1.0	4.3	0	1	-0.5	1.1	-11	-1	-4
N#CCSCC(=O)Nc1ccc(Br)cc1	2	-0.2	0.9	-8	1	0.3	0.9	.	-4	-11
O=C(CNC(=O)c1ccc(Cl)cc1)OCC(=O)c1ccc2c(c1)OCCO2	-2	-0.1	1.2	-5	1	-0.4	1	.	-8	-13
Cc1nc2ccc(NC(=S)NCCCO)cc2nc1C	-1	8.3	1.7	-1	1	-0.4	1.3	-18	1	-8
CCSc1nnc(NC(=O)CSc2nccn2-c2cc(C)cc(C)c2)s1	-2	0.5	3.7	3	0.9	0.0	0.8	8	0	-6
Cc1ccc(-c2nc3ccccc3c(=O)n2NC(=S)N(C)C)cc1	-2	0.1	0.4	0	1	-0.1	0.8	11	-5	-11
COc1ccccc1Nc1nc(N)nc(-c2cc3ccccc3o2)n1	-2	0.4	1.1	-2	0.8	-0.1	0.8	-10	-3	-12
N#C/C(=C\c1c(N2CCCCCC2)nc2ccccn2c1=O)C(=O)NC1CCS(=O)(=O)C1 (stereo unspecified)	1	-0.2	-0.1	5	1	-0.1	1	-34	2	1
CC(=O)c1c(C)n(-c2ccccc2)c2ccc(O)cc12	2	0.6	1.6	-2	1	-0.1	0.9	6	-2	-10
Nc1nc(CN2CCOCC2)cs1	1	0.1	0.3	-3	0.9	-0.3	0.9	2	0	-8
COc1ccc(OC)c(NC(=O)C2CCN(C(=O)c3cccs3)CC2)c1	5	-0.3	1.9	-2	0.8	-0.5	0.9	-9	-6	-11
CN1C=CC=C/C1=C1\SC(=S)N(c2ccccc2)C1=O	-1	-3.7	0.5	3	1	0.0	1	.	19	13
CCN1CCN(C(=O)c2ccc(Cl)c(S(=O)(=O)N3CCOCC3)c2)CC1	-5	0.2	0.2	-3	1	-0.2	0.9	.	0	-11
Cc1cc(Nc2ccccc2)n(-c2ccc(C(=O)O)cc2)n1	-7	-0.1	2.9	-2	0.9	-0.1	0.9	3	-4	-6
COc1cccc(N2C(C(C)=O)=NN(c3ccccc3)C2c2ccc(N3CCOCC3)cc2)c1 (stereo unspecified)	-6	0.1	1.9	19	0.8	-0.1	0.8	-7	5	5
Nc1[nH]ncc1-c1ccccc1	8	0.0	1.5	3	1	-0.2	1	4	-3	-11
CC(C)(C)C(=O)OCCn1c(=O)c2cc3c(=O)n(CCOC(=O)C(C)(C)C)c(=O)c3cc2c1=O	-1	0.0	2.8	-4	1	-0.3	1	-9	-7	-13

(next part)
Molecule	HMGR II inh	DTT redox prof	RAM network inh	Lmaj promast	PMI act hi M6P	Hsp70 act	PMI act	S1P3 antagonist	TNAP inh hi DEA	TNAP inh no acc
CCOC(=O)c1ccc(N2C(=O)CC(N3CCN(C/C=C/c4ccccc4)CC3)C2=O)cc1 (stereo unspecified)	.	2.3	2.4	-8	1	0.1	0.9	6	-2	-12
O=C(NC1CCc2ccccc21)C1CCN(S(=O)(=O)c2ccc(-n3cnnn3)cc2)CC1 (stereo unspecified)	-1	1.9	3.6	-9	1.1	-0.2	1	.	-6	-10
COc1ccc(NC(=S)NCCc2ccccc2)c(OC)c1	-3	-1.6	-0.2	7	0.9	0.0	0.8	.	0	0
Cc1ccc(/C=C(/C#N)c2nc(CCN3C(=O)c4ccccc4C3=O)cs2)cc1	-6	-6.6	4.3	-5	1	-0.3	0.9	.	-6	-9
Cc1ccc(S(=O)(=O)N(C)C)cc1NC(=S)NCCc1ccccn1	-5	-1.7	1.4	14	0.9	0.1	0.9	2	1	-9
Cn1cc2ccc(N)cc2n1	-2	-0.3	1.8	-8	0.2	-0.2	0.3	7	-5	-8
